Compound activity (PubChem BioAssay)
TSHR antag – antagonists of human thyroid stimulating hormone receptor | activity change, negative = inhibition, % at 11.5 µM | TSHR-expressing cells, TSH-stimulated cAMP HTRF, 2 h; hits give low values | 330,000 compounds, 0.2% hits | P16473 | AID 504810;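 active = activity change below a set negative limit, meaning inhibition stronger than a set level, cut at about -70% in these data; inconclusive = activity change between two set negative limits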; note: % is set by controls: 0 for no effect and ±100 for the full control effect
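TSHR-expressing cells were treated with compounds, then stimulated with TSH at EC80 (4nM final) for 2 hours at 37 deg C. Cellular cAMP was measured by HTRF competition between lysate cAMP and cAMP-d2 for a cryptate-labelled anti-cAMP antibody.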
Eya2 inh – Eya2 (human) phosphatase inhibition; O00167; recombinant Eya2, OMFP fluorescence dephosphorylation (OMFP is methylfluorescein phosphate); Potency, µM (series often up to 76.9 µM), for the others: top-dose activity, negative = inhibition, hits mostly inhibitors; 330,000 compounds, 0.006% hits; AID 488837; note: potency is the fitted concentration of half-maximal effect; % is set by controls: 0 for no effect and ±100 for the full control effect
Target sequence (O00167 whole entry, looked up): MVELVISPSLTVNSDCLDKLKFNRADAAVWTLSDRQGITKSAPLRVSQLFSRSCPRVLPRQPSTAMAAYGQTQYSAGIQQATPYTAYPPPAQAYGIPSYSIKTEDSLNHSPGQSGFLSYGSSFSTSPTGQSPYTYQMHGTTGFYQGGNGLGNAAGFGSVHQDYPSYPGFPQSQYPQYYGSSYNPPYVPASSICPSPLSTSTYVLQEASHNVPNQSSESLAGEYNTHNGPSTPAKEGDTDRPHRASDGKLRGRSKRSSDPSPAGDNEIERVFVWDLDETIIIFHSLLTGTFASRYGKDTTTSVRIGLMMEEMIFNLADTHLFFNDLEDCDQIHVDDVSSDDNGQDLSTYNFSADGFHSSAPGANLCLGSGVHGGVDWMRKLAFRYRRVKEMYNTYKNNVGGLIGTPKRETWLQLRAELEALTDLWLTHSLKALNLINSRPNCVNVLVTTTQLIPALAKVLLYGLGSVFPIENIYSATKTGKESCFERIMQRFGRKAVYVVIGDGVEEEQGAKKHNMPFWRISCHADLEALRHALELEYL
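Eya2 (0.2 uM) preincubated 10 min at ambient with compound, then OMFP substrate added at 50 uM; 10 min reaction in 50 mM HEPES pH 7.5, 50 mM NaCl, 5 uM MgCl2, 0.05% BSA, 1 mM DTT. Fluorescence read at Ex 485/Em 525 nm.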
KCNH2 WT inh – blocks the wildtype human KCNH2 potassium channel; Q12809; U2OS, BacMam KCNH2, thallium flux FluxOr; hits give low values; activity change, % at 1.84 µM; 340,000 compounds, 0.37% hits; AID 720551;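 active = maximum activity change below -70%; inconclusive = maximum activity change between -70% and -50%; inactive = maximum activity change above -50%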; note: % is set by controls: 0 for no effect and ±100 for the full control effect
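U2OS cells transduced with wild-type KCNH2 virus are loaded with FluxOr dye for 45 min, and thallium flux is measured in kinetic reads before and after stimulation buffer. Rate constants are normalized to DMSO controls.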
A-T KAP1 phos – potential ataxia-telangiectasia treatment; […] A-T fibroblasts, KAP-1 phosphorylation AlphaLISA; neocarzinostatin DNA damage 30 min before lysis; Potency, µM (titrated, usually from 57.5 µM), inactives show at the top dose activation, hits mostly activators; 320,000 compounds, 0.19% hits; AID 485349; note: potency is the fitted concentration of half-maximal effect; % of control where 0% means no effect; nearly all actives have a fitted effect of over 45% in size
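ATM-like activity read as KAP-1 phosphorylation via AlphaLISA donor/acceptor antibody pairs after lysis and 6 hr at 25C. Cells were ATM-null patient fibroblasts ([…], hTERT), dosed 60 min, then exposed to the DSB inducer NCS for 30 min.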
TCR act – activates T cell receptor signaling. 330,000 tested, under 10 active. primary human leukocytes, anti-CD3, IL-2 HTRF, 48 h. Potency, µM (doses to about 9.22 µM), inactives show at the top dose activation of IL-2 secretion, actives largely listed as activators; note: % of control where 0% means no effect
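IL-2 produced over 48 hr by a-CD3 bead-stimulated primary human leukocytes exposed to compounds was detected with a homogeneous time-resolved FRET immunoassay, 665nm acceptor signal after 320nm excitation.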
TRPV1 ag – agonists of human vanilloid receptor 1 (TRPV1) | Q8NER1 | TRPV1-expressing cells, Fluo-8 calcium influx, agonist mode | activation, % at 8.33 µM | 320,000 compounds, 0.19% hits; in the data active = activation above about 80%; inconclusive = between about 30% and that limit; note: 0% is about no effect
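Cells expressing TRPV1 were dye-loaded with Fluo-8 and read kinetically: 10 s baseline, 3 min after compound (agonist portion), then 2 min after EC20 capsaicin (allosteric enhancer portion). Calcium-bound dye fluorescence at 480/520 nm.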
ELG1 repair inh – blocks ELG1-dependent DNA repair in HEK293T cells. HEK293T ELG1-luciferase reporter, luminescence, 16 h; DNA damage induced by 5-fluorouridine. 330,000 compounds, 2.3% hits. Potency, µM (titrated, usually from 46.1 µM), for the others: at the top dose activity change, negative = inhibition, usual class: inhibitors. AID 504467; note: potency is the fitted concentration of half-maximal effect; % is set by controls: 0 for no effect and ±100 for the full control effect; nearly all actives have a fitted effect of over 55% in size
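Reporter activity after DNA damage by 5-fluorouridine is monitored. Compound-treated cells incubate 16 hr at 37 °C, then ONE-Glo is added for 30 min before luminescence reading.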
Mito fusion act – inhibitors of mitochondrial division or activators of mitochondrial fusion; S. cerevisiae fusion-defective mutant growth rescue, CellTiterGlo 48 h; Potency, µM (top dose mostly 46.1 µM), inactives show at the highest dose growth rescue (activation), actives largely listed as activators; AID 485298; 320,000 compounds, 0.23% hits;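 note: potency is the fitted concentration of half-maximal effect; % of control where 0% means no effect; nearly all actives have a fitted effect of over 45% in size; temperature-sensitive fusion mutants such as fzo1-1 at 37 °C on non-fermentable ethanol glycerol medium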
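Yeast fusion mutant, YPEG (non-fermentable carbon), compound, 48 h at 37C non-permissive; CellTiterGlo added, 10 min RT, luminescence read. Rescued growth = division inhibition.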
USP2a block – blocks human ubiquitin-specific protease USP2a | USP2 core, Ub-CHOP2 coupled fluorogenic reporter, 485/531 | Potency, µM (top dose mostly 38.3 µM), for inactives: at the highest dose activity change, negative = inhibition, actives largely listed as inhibitors | 330,000 compounds, 0.01% hits;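 note: potency is the fitted concentration of half-maximal effect; plate controls were DMSO wells for no effect and full inhibition by NEM control for full effect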
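USP2 core (10nM final) preincubated 30min RT with compound in 20mM Tris-HCl pH 8.0, 2mM CaCl2, 2mM beta-mercaptoethanol, 0.05% CHAPS; 25nM Ub-CHOP2 plus 25nM reporter substrate added, fluorescence (Ex485/Em531) read after 60min.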
KCNH2 3.1 block – inhibitors of human KCNH2 3.1 potassium channel isoform; U2OS KCNH2 3.1, thallium flux FluxOr; hits give low values; activity change, % (tested at about 1.8 µM); 340,000 compounds, 0.95% hits;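 active = maximum activity change below -70%; inconclusive = maximum activity change from -70% to -50%; inactive = maximum activity change above -50%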;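 note: thallium influx rate constant from kinetic fluorescence after stimulation buffer; % is set by controls: 0 for no effect and ±100 for the full control effect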
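Thallium flux via FluxOr fluorescence (Red40 quencher, 45 min loading) in U2OS cells virally expressing the KCNH2 3.1 isoform (1.77 x 10^8 /mL virus, overnight at 37 C). Rate constants from 2-min kinetic reads post-stimulation, normalised to positive and negative controls.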
* hit, by the source's call; ? = inconclusive; nt = not tested or not shown; [ ] = dose if it differs, or a comment. Unless noted, calls come from the whole dose curve; as a rule, active = well fitted curve in the direction sought with a large enough effect; inconclusive = small, poorly fitted or top-dose-only effect, or another doubt; inactive = no such curve, though single readings can be large; an effect the other way counts as inactive or inconclusive. An excerpt; rates above refer to the full screens.

SMILES	TSHR antag	Eya2 inh	KCNH2 WT inh	A-T KAP1 phos	TCR act	TRPV1 ag	ELG1 repair inh	Mito fusion act	USP2a block	KCNH2 3.1 block
COCCNC(=O)CN1CCC(NC(=O)Nc2ccccc2)CC1	9	-12%	3	8%	1%	-3	0%	-4%	0%	-10
O=C(CN(C(=O)CNC(=O)c1ccco1)c1ccc(F)c(Cl)c1)NC1CCCCC1	11	-13%	-1	9%	8%	-3	0%	0%	1%	5
Cc1c(NC2=NC(C)(C)Cc3ccccc32)c(=O)n(-c2ccccc2)n1C	11	3%	13	nt	2%[46.1 µM]	1	?	0%	1%	-18
Cc1cccc(C)c1NC(=S)N/N=C/c1c(Cl)cccc1Cl	8	-10%	-11	5%	7%	-6	6%	4%	3%	-9
CC(C)/C(=N\NS(=O)(=O)c1ccc(Br)cc1)c1cccs1	-11	-5%	-3	4%	9%	-2	-8%	2%	-2%	8
CCn1cc(CCC(=O)NCc2ccccc2OC)c2ccccc21	-4	2%	-5	7%	-4%	18	-8%	-5%	0%	1
O=C(CSc1ccc(Cl)cc1)NNC(=O)c1cccnc1	3	4%	-2	3%	-5%	?	4%	-4%	-4%	-8
CCOC(=O)C1CCN(C(=O)CCNS(=O)(=O)c2ccc(C)cc2)CC1	5	-21%	10	-6%	nt	-5	-2%	-5%	-1%	18
Cc1nc(CSc2ccccc2)cc(=O)[nH]1	9	-4%	-4	-2%	-3%	0	4%	-6%	5%	-10
CCc1ccc([C@H]2C(C(=O)O)=C[C@@H](CC)N2S(=O)(=O)c2ccc(C)cc2)cc1	-10	-17%	0	2%	4%	nt	-3%	nt	2%	-19
N#CCCN(Cc1cccnc1)S(=O)(=O)c1ccc(S(=O)(=O)N2CCCCCC2)cc1	1	24%	3	6%	0%	1	?	2%	0%	7
O=C(Nc1cccc(F)c1)C1C2C=CC3(CN(CCCN4CCOCC4)C(=O)C13)O2 (configuration not stated)	14	-18%	-3	-3%	-7%	3	?	-1%	0%	-1
CCCCc1ccc(Nc2ncccc2C#N)cc1	-7	-18%	0	24%	5%	25	?	3%	-1%	6
COc1cc(C(=O)Nc2ccccn2)cc(OC)c1OC	0	-2%	-2	-9%	2%	-1	5%	2%	-2%	-26
C#CCOCCOCCOCCNc1nc(N2CCN(C(=O)[C@H]([C@@H](C)CC)n3cc([C@@H](N)CC(C)C)nn3)CC2)nc(N2CCN(C(=O)[C@H](Cc3ccc(O)cc3)n3cc([C@@H](N)CC(C)C)nn3)CC2)n1	3	?	9	6%	3%	0	3%	1%	3%	9
CC(=O)Nc1ccc(NC(=O)C(C)Sc2nnc(-c3ccc4c(c3)OCO4)o2)cc1 (configuration not stated)	-11	-14%	2	12%	-5%	nt	?	nt	0%	20
CCCc1nnc(SCC(=O)N2CCCCC2C)n1CCOC (configuration not stated)	6	2%	-8	2%	-10%	-1	9%	3%	-1%	-1
O=C(NNC(=O)c1ccccc1[N+](=O)[O-])c1cccs1	7	-2%	9	-1%	1%	1	6%	4%	0%	-8
O=C(NCc1ccco1)c1cc(-c2cccc(Cl)c2)on1	-9	-12%	5	nt	14%	12	?	-5%	-1%	-6
COc1ccccc1-c1cc(C(F)(F)F)n2ncc(C(=O)N3CCc4ccccc4C3)c2n1	-9	10%	7	-4%	2%	?	-2%	-2%	0%	nt
COc1ccc(-c2cc(-c3ccc(O)cc3)nc(N)c2C#N)cc1OC	10	6%	9	1%	nt	6	0%	7%	9%	-6
CCC(C)(CCNC(=O)Cc1ccccc1)c1ccccc1OC (configuration not stated)	-7	-8%	7	9%	-1%	?	?	-7%	-5%	-7
CC1(c2cccc(Br)c2)NC(=O)N(CC(=O)N2CCc3ccccc32)C1=O (configuration not stated)	25	-13%	13	-28%	0%	6	8%	4%	-2%	2
C=CCn1c(C)cc(C(=O)Cn2ncc(Cl)c(Cl)c2=O)c1C	-3	5%	-4	-18%	5%[46.1 µM]	-2	?	-2%	1%	-8
O=C(CNC1=NCCC1)c1ccc2c(c1)OCCO2	-3	4%	8	5%	1%	1	6%	-2%	0%	-1

A stretch of the results above, as a working copy:
SMILES	TSHR antag	Eya2 inh	KCNH2 WT inh	A-T KAP1 phos	TCR act	TRPV1 ag	ELG1 repair inh	Mito fusion act	USP2a block	KCNH2 3.1 block
C=CCn1c(C)cc(C(=O)Cn2ncc(Cl)c(Cl)c2=O)c1C	-3	5%	-4	-18%	5%[46.1 µM]	-2	?	-2%	1%	-8
O=C(CNC1=NCCC1)c1ccc2c(c1)OCCO2	-3	4%	8	5%	1%	1	6%	-2%	0%	-1

The main list resumes, starting 6 compounds before the break.
SMILES	TSHR antag	Eya2 inh	KCNH2 WT inh	A-T KAP1 phos	TCR act	TRPV1 ag	ELG1 repair inh	Mito fusion act	USP2a block	KCNH2 3.1 block
COc1ccccc1-c1cc(C(F)(F)F)n2ncc(C(=O)N3CCc4ccccc4C3)c2n1	-9	10%	7	-4%	2%	?	-2%	-2%	0%	nt
COc1ccc(-c2cc(-c3ccc(O)cc3)nc(N)c2C#N)cc1OC	10	6%	9	1%	nt	6	0%	7%	9%	-6
CCC(C)(CCNC(=O)Cc1ccccc1)c1ccccc1OC (configuration not stated)	-7	-8%	7	9%	-1%	?	?	-7%	-5%	-7
CC1(c2cccc(Br)c2)NC(=O)N(CC(=O)N2CCc3ccccc32)C1=O (configuration not stated)	25	-13%	13	-28%	0%	6	8%	4%	-2%	2
C=CCn1c(C)cc(C(=O)Cn2ncc(Cl)c(Cl)c2=O)c1C	-3	5%	-4	-18%	5%[46.1 µM]	-2	?	-2%	1%	-8
O=C(CNC1=NCCC1)c1ccc2c(c1)OCCO2	-3	4%	8	5%	1%	1	6%	-2%	0%	-1
Cc1ccc(SCC(=O)OC(C)C(=O)NCc2ccccc2)cc1 (configuration not stated)	9	-3%	1	11%	4%	24	7%	11%	0%	2
COc1ccc2c3c([nH]c2c1)C(C)N(C(C)=O)CC3 (configuration not stated)	-12	4%	-7	3%	10%	0	?	12%	-10%	2
Cc1csc(SC(C)C(=O)Nc2ccc(F)cc2Cl)n1 (configuration not stated)	-1	4%	-9	26%	-7%	nt	7%	nt	4%	2
O=C1/C(=C/c2cccnc2)SC(=S)N1CCc1ccccc1	-17	12%	-2	1%	-5%	10	?	-1%	0%	7
CC(C(=O)NC1CCCC1)N1CCN(S(=O)(=O)c2ccccc2Cl)CC1 (configuration not stated)	-5	6%	-1	2%	-3%	1	23%	2%	2%	-16
COC(=O)c1c(C)[nH]c(C(=O)OCC(=O)NCC(C)C)c1C	-3	0%	7	-4%	-2%	1	?	-2%	5%	12
CCOC(=O)c1ccc(-c2ccc(/C=N/NC(=O)CN(c3ccccc3Cl)S(C)(=O)=O)o2)cc1	11	-7%	-1	3%	-1%[46.1 µM]	2	?	5%	1%	5
O=C1c2[nH]nc(-c3ccccc3O)c2C(c2cccc(Cl)c2)N1Cc1ccco1 (configuration not stated)	0	-7%	-12	-5%	1%	2	-7%	19%	1%	-16
O=C(Nc1ccccn1)C1CCN(S(=O)(=O)c2cccc3nonc23)CC1	4	-3%	-7	0%	2%	0	?	1%	0%	10
CCOC(=O)C1NC(=O)CC1c1ccccc1 (configuration not stated)	25	-28%	3	-4%	2%	-1	?	6%	2%	6
CN(Cc1ccccc1)C(=O)COC(=O)c1cncc(Br)c1	-2	-3%	1	1%	-4%	-1	6%	4%	2%	-21
CCCCNC(=O)c1cc2c(=O)n3cccc(C)c3nc2n1C	2	6%	nt	-2%	nt	2	-9%	2%	2%	nt
Nc1cc2c(cc1Cl)N(Cc1ccccc1)C(=O)CO2	15	-5%	7	4%	9%	8	-8%	11%	0%	1
O=C(COc1ccc(Br)cc1)NNC(=S)NC(=O)c1ccccc1[N+](=O)[O-]	47	2%	-17	-4%	0%[46.1 µM]	-1	7%	0%	0%	-4
COC(=O)CC1SCCNC1=O (configuration not stated)	6	-15%	-19	2%	5%	-3	0%	-7%	1%	13
O=C(CN1C(=O)c2ccccc2S1(=O)=O)c1ccccc1	10	-8%	-4	-1%	2%	-3	29%	-1%	0%	4
COc1ccc(CCNC(=O)C2CCN(S(=O)(=O)c3ccc(OC)cc3)CC2)cc1	10	4%	2	7%	2%	13	-20%	3%	5%	-6
